Dengue-2 NS5 capping: flavivirus cap methylation enzyme inhibition – biochemical, confirmation dose response, primary screen (AID 588689) | Dengue-2 NS5 methyltransferase capping enzyme assay, biochemical; higher % means a stronger effect | inhibition, % at 25 µM; hits with a dose series show IC50 in µM | 0.3% of 340,000 active; in the data active = a potency from the dose series; inconclusive = inhibition above about 29% without an active follow-up result
Dengue-2 NS5 capping pilot replicate: second read-out of Dengue-2 NS5 capping, no call of its own (marks repeat the call); inhibition, %; measured here: pilot screen replicate inhibition
* marks the source's active call; other numbers are inactive results; ? = inconclusive. Some of the compounds tested. The share of hits here may be higher or lower than overall.

A first look, 3 compounds:
SMILES	Dengue-2 NS5 capping	others
COc1cc(C(=O)Nc2ccc3c(c2)CCCN3C(=O)c2ccco2)c([N+](=O)[O-])cc1OC	9%
CCCCN1C(=O)C(CC(=O)NCCN2CCOCC2)CC(C(=O)N(C(C)C)C(C)C)=C1C (stereo unspecified)	-7%
COC(=O)[C@H](CC(C)C)NC(=O)Cn1cnc2c(NCc3ccccc3)ncnc21	-2%	Dengue-2 NS5 capping pilot replicate=2.4

The whole of this part, from the start:
SMILES	Dengue-2 NS5 capping	others
COc1cc(C(=O)Nc2ccc3c(c2)CCCN3C(=O)c2ccco2)c([N+](=O)[O-])cc1OC	9%
CCCCN1C(=O)C(CC(=O)NCCN2CCOCC2)CC(C(=O)N(C(C)C)C(C)C)=C1C (stereo unspecified)	-7%
COC(=O)[C@H](CC(C)C)NC(=O)Cn1cnc2c(NCc3ccccc3)ncnc21	-2%	Dengue-2 NS5 capping pilot replicate=2.4
CCc1cccc(C)c1NC(=O)COC(=O)c1cc([N+](=O)[O-])ccc1N1CCOCC1	-9%
CCOC(=O)[C@H](CCc1ccccc1)N[C@@H](C)C(=O)N1C(C(=O)O)C[C@@H]2CCC[C@@H]21 (stereo partly specified)	?
Cc1n[nH]c(=O)c2c(NC(=O)COC(=O)/C=C/c3cccc(C(F)(F)F)c3)oc(C)c12	-8%
S=C(c1cccs1)N1CCN(c2ccccc2)CC1	8%
O=C(c1ccccc1)C(CCc1ccccn1)CCc1ccccn1	-1%
COc1ccc(CN2C[C@H]3CON(C)[C@H]3C[C@H]2c2ccc(-c3cccc(F)c3)cc2)cc1	-1%
CN(C(=O)CSc1ncnc2sccc12)C1CCCCC1	-1%
CCN(CC)C(=O)C1=C(C)N(CCCOC)C(=O)C(CC(=O)NCCc2ccccn2)C1 (stereo unspecified)	1%
O=C(Cc1ccccc1)CC(CC(=O)c1ccccc1)c1ccccc1 (stereo unspecified)	-2%

An excerpt from the list above, as a working copy:
SMILES	Dengue-2 NS5 capping	others
COC(=O)[C@H](CC(C)C)NC(=O)Cn1cnc2c(NCc3ccccc3)ncnc21	-2%	Dengue-2 NS5 capping pilot replicate=2.4
CCc1cccc(C)c1NC(=O)COC(=O)c1cc([N+](=O)[O-])ccc1N1CCOCC1	-9%
CCOC(=O)[C@H](CCc1ccccc1)N[C@@H](C)C(=O)N1C(C(=O)O)C[C@@H]2CCC[C@@H]21 (stereo partly specified)	?
Cc1n[nH]c(=O)c2c(NC(=O)COC(=O)/C=C/c3cccc(C(F)(F)F)c3)oc(C)c12	-8%
S=C(c1cccs1)N1CCN(c2ccccc2)CC1	8%
O=C(c1ccccc1)C(CCc1ccccn1)CCc1ccccn1	-1%

Additional records.
SMILES	Dengue-2 NS5 capping	others
C=CCOc1ccc(C[C@H](N)C(=O)NC[C@H]2O[C@@H](n3cnc4c(N)ncnc43)[C@H](O)[C@@H]2O)cc1	-7%	Dengue-2 NS5 capping pilot replicate=1.5
CN1C(C(=O)NCC2CC2)CC2Cn3c(nc4ccccc43)C21 (stereo unspecified)	-2%
OC(CN1CCCCC1)c1ccc(Br)cc1 (stereo unspecified)	1%
CC(=O)c1c(C)[nH]c(C(=O)Nc2ccc(N3CCCCCC3)cc2)c1C	4%
CN(C)S(=O)(=O)c1ccc(N2CCCC2)c(C(=O)Nc2ccc(Br)cc2F)c1	-1%
COc1ccccc1N1CCN(C(=O)C2=CC=CN3CCS(=O)(=O)N=C23)CC1	-1%
Cn1c(=O)c2c(-c3ccccc3)n(-c3ccccc3N)cc2n(C)c1=O	9%
CC(C)(CNC(=O)Cc1ccc(NS(=O)(=O)c2cccc(C(F)(F)F)c2)cc1)N1CCOCC1	-9%
COc1ccc(C(=O)NCN2CCN(c3ccccc3)CC2)cc1OC	-3%
CC1CCN(C(=O)COC(=O)c2cc(S(=O)(=O)N3CCOCC3)ccc2Cl)CC1	6%
C[C@H](CO)N1C[C@H](C)[C@@H](CN(C)S(=O)(=O)c2cccs2)Oc2ccc(NC(=O)CCC(F)(F)F)cc2C1=O	3%
O=C(CNC(=O)c1ccc(Br)o1)NNC(=O)c1ccccc1	3%
CC(C)NC(=O)N(C)C[C@H]1OCc2cnnn2CCCC(=O)N([C@H](C)CO)C[C@H]1C	3%
CC(C)(C)OCC1CO1 (stereo unspecified)	0%
O=C(CCCSc1ccc(Cl)cc1)Nc1cc(S(=O)(=O)N2CCOCC2)ccc1O	13%
COc1ccc(OC)c(S(=O)(=O)NCC(c2ccc(F)cc2)N2CCN(C)CC2)c1 (stereo unspecified)	-8%
CCc1noc(C)c1C(=O)Nc1nc(-c2cccs2)cs1	4%
CCCCN1C(=O)C(CC(=O)NCCc2ccccn2)CC(C(=O)N(C)C)=C1C (stereo unspecified)	3%
C=CCN(c1ccccc1)S(=O)(=O)c1cccc(C(=O)N2CCCC2)c1	5%
CCC(C(=O)OCC(=O)Nc1ccc(F)cc1)c1ccccc1 (stereo unspecified)	-5%
C[C@H](CO)N1C[C@H](C)[C@@H](CN(C)C(=O)Nc2ccc(C(F)(F)F)cc2)Oc2c(NC(=O)Nc3ccc4c(c3)OCO4)cccc2C1=O	-13%
CN(CC(=O)Nc1ccc(Cl)c(Cl)c1)C(=O)CC1OC(=O)c2ccccc21 (stereo unspecified)	-8%
COc1ccccc1NS(=O)(=O)c1ccc(C(=O)NCC(c2ccco2)N2CCCCC2)cc1 (stereo unspecified)	-6%
COc1cccc(/C=C/C(=O)NNC(=O)c2ccncc2)c1OC	-3%
COc1ccc(C(C)(C)C)cc1NC(=O)CCN1C(=O)C2CCCCC2C1=O (stereo unspecified)	-3%
O=C1NCCCN1C1OC(CO)C(O)C1O (stereo unspecified)	2%
Cc1c(NC(=O)CSc2nnc(-c3ccncc3)n2C)c(=O)n(-c2ccccc2)n1C	-1%
Cc1ccc(C2(C)NC(=O)N(CC(=O)Nc3ccc(S(=O)(=O)Nc4nccs4)cc3)C2=O)cc1 (stereo unspecified)	-8%
Cc1ncc(C(O)c2ccc(N(C)C)cc2)n1Cc1ccccc1 (stereo unspecified)	0%
OCC1OC(c2ccccc2)OC2COC(c3ccccc3)OC12 (stereo unspecified)	-9%
CC(C)(C)OC(=O)N1CCCC(C(=O)Nc2ccc(C(=O)NC3CC3)cc2)C1 (stereo unspecified)	-1%
Cc1c(C(=O)N2CCN(C/C=C/c3ccccc3)CC2)oc2c(F)cccc12	2%
O=C(OCC(=O)N1CCN(C(=O)COC(=O)c2ccc(O)cc2O)CC1)c1ccc(O)cc1O	-5%
Cc1ccccc1NS(=O)(=O)c1ccc(C(=O)N2CCCCCCC2)cc1	-6%
COc1ccc(F)cc1S(=O)(=O)N1CCc2ccccc2C1	3%
CCNc1nc(NCC)n2c(SCC(=O)Nc3ccc(C)cc3Br)nnc2n1	0%

The last two entries of the section before lead into the next:
SMILES	Dengue-2 NS5 capping	others
COc1ccc(F)cc1S(=O)(=O)N1CCc2ccccc2C1	3%
CCNc1nc(NCC)n2c(SCC(=O)Nc3ccc(C)cc3Br)nnc2n1	0%
C/C(=N\NC(=O)c1ccc(O)cc1)c1cccc(NC(=O)c2ccc(Cl)cc2)c1	-5%
CCOc1cc2c(cc1O)C(=NOC)CC1C2CCC2(C)C(O)CCC12 (stereo unspecified)	-7%
Cc1cccc(NC(=O)CN2CCN(C(=O)c3oc4c(Cl)cccc4c3C)CC2)c1C	2%
CC(C)[C@H]1COCCS(=O)(=O)N1Cc1ccccc1-c1cccc2c1oc1ccccc12	-11%	Dengue-2 NS5 capping pilot replicate=0.9
COc1ccc(N2CCN(C(CNC(=O)c3cccs3)c3ccco3)CC2)cc1 (stereo unspecified)	-8%
CC(=NNC(=O)c1ccncc1)c1ccc2ccccc2c1O	?
CC1CCCC(NC(=O)COC(=O)c2cc3ccccc3oc2=O)C1C (stereo unspecified)	-13%
CSc1cccc(NC(=O)C2CCCN(S(C)(=O)=O)C2)c1 (stereo unspecified)	-2%
CC1CN(S(=O)(=O)c2cccc(C(=O)Nc3ccccc3N3CCOCC3)c2)CC(C)O1 (stereo unspecified)	-4%
O=C(Cn1cnc2ccc(Cl)cc2c1=O)NC1CCS(=O)(=O)C1 (stereo unspecified)	-4%
CCCCn1c(N)c(N(CCOC)C(=O)c2cc(CC)c(C)s2)c(=O)[nH]c1=O	-6%
C[C@H](NC(=O)c1ccco1)C(=O)Nc1cc(S(=O)(=O)N2CCCC2)ccc1OCC(F)(F)F	-1%
C[C@@H](NCCCn1cnc2c(OCc3ccccc3)ncnc21)c1cccc2ccccc12	8%	Dengue-2 NS5 capping pilot replicate=3.4
CC(=O)c1ccc(S(=O)(=O)N2CCC3(CC2)CC(=O)c2ccccc2O3)cc1	4%
CC(C)[C@H](NC(=O)c1ccccc1)C(=O)OCC(=O)NCc1ccc2c(c1)OCO2	3%
CSc1ccc(/C=N/NC(=O)c2ccc(-n3cnnn3)cc2)cc1	-4%
Nc1c(CNCc2nnn(Cc3ccccc3)c2N)nnn1Cc1ccccc1	-1%
O=C(COC(=O)/C=C/c1ccc(Cl)cc1)NC1CCCCCC1	3%
COc1ccccc1NS(=O)(=O)c1cccc(C(=O)NCC2(N3CCCCC3)CCCCC2)c1	1%
Cc1noc(C)c1NC(=O)N(C)C[C@H]1Oc2ccc(NS(=O)(=O)c3c(C)noc3C)cc2C(=O)N([C@H](C)CO)C[C@@H]1C	2%
COc1cc(C)c2c(c1OC)C(=O)CC2	0%
Cc1ccc(N(C)S(=O)(=O)c2cccc(C(=O)NCCCN3CCCC3=O)c2)cc1	-3%
COc1ccc(CC(=O)N(C)CC(=O)Nc2c(C)cccc2C)cc1S(=O)(=O)N1CCOCC1	-6%
COCCn1c(SCC(=O)Nc2ccc(F)cc2)nc2c(c1=O)SCC2	6%
Cc1ccsc1C(=O)OCC(=O)NCc1ccc(Cl)cc1	-10%
CCC(C)Sc1ccc([C@@H]2[C@@H]3C(=O)N(C)C(=O)[C@@H]3[C@]3(C(=O)OC)CCCCN23)cc1OC (stereo partly specified)	-5%
CCn1c(SCC(=O)NC2(C#N)CCCCC2)nc2ccccc2c1=O	-7%
O=C(/C=C/c1ccc(F)cc1)Nc1cc(S(=O)(=O)N2CCOCC2)ccc1N1CCOCC1	4%
O=C(Nc1ccc(N2CCOCC2)c(S(=O)(=O)Nc2ccc(Cl)cc2)c1)c1ccc(=O)[nH]n1	-3%
COc1cccc(CNC(=O)c2cccc(S(=O)(=O)N3CCN(Cc4ccccc4)CC3)c2)c1	-1%
CCOCc1c(C(=O)NCc2ccccc2CN2CCCC2)oc2ccccc12	-10%
CC[C@]12c3[nH]c4ccc(Cl)cc4c3CCN1C(=O)[C@@H](CC(=O)NCCN1CCOCC1)C[C@@H]2C(=O)N1CCN(C(=O)c2ccco2)CC1	3%	Dengue-2 NS5 capping pilot replicate=-0.9
N#Cc1cn(Cc2ccco2)c(=O)[nH]c1=O	-3%
CSc1ccc(S(=O)(=O)NCC(=O)OC(C)C(=O)NCc2ccccc2)cc1[N+](=O)[O-] (stereo unspecified)	-3%
COCCn1c(N)c(C(=O)c2cccc(S(=O)(=O)N3CCCCCC3)c2)c(=O)[nH]c1=O	2%
C[C@@H](O)CNC(=O)c1[nH]cnc1C(=O)Nc1cccc(Cl)c1	-2%

The final 3 entries of the part above lead into the next.
SMILES	Dengue-2 NS5 capping	others
CSc1ccc(S(=O)(=O)NCC(=O)OC(C)C(=O)NCc2ccccc2)cc1[N+](=O)[O-] (stereo unspecified)	-3%
COCCn1c(N)c(C(=O)c2cccc(S(=O)(=O)N3CCCCCC3)c2)c(=O)[nH]c1=O	2%
C[C@@H](O)CNC(=O)c1[nH]cnc1C(=O)Nc1cccc(Cl)c1	-2%
CCCN(C(=O)c1cc(S(=O)(=O)N(C)c2ccccc2OC)ccc1C)C1CCS(=O)(=O)C1 (stereo unspecified)	-2%
Cc1[nH]c(=O)[nH]c(=O)c1NC(=O)c1ccccc1[N+](=O)[O-]	-2%
CCOC(=O)[C@H]1[C@H]2COc3ccc(Cl)cc3[C@@H]2N2C(=O)c3cc(OC)ccc3NC(=O)[C@@]12C	-10%
CN(Cc1ccc2c(c1)OCO2)C(=O)c1cc(-c2ccccc2)c(N2CCOCC2)s1	2%
CC1CCN(C(=S)NC(=O)c2ccc(F)cc2)CC1	-10%
CSc1ncnc2c1ncn2CCCNC1CCN(Cc2ccccc2)CC1	-2%
Cc1ccc(C(=O)COC(=O)C2CC3CCCC(C2)C3=O)cc1[N+](=O)[O-] (stereo unspecified)	-1%
CCc1noc(C)c1C(=O)NNC(=O)COc1cc(C)ccc1C	-3%
C[C@H](O)[C@@H]1C(=O)N2CCc3ccc(N4CCOCC4)cc3[C@@H]2C[C@@H]1N(C)S(=O)(=O)c1ccccc1	-4%	Dengue-2 NS5 capping pilot replicate=2.4
O=c1[nH]c(=S)[nH]cc1Oc1ccc(Cl)cc1	-1%
CN(C)C(CNC(=O)c1cc(Br)c(Br)s1)c1ccco1 (stereo unspecified)	3%
CC(C)C[C@@H](CNCC(=O)[C@H](Cc1c[nH]c2ccccc12)NC(=O)c1[nH]cnc1C(=O)N[C@H](CN)CC(C)C)NC(=O)c1nc[nH]c1C(=O)N[C@@H](CC(=O)O)C(=O)O	-1%
CC(C)(O)C#Cc1ccc(CNC[C@H]2O[C@@H](n3cnc(C(N)=O)n3)[C@H](O)[C@@H]2O)s1	3%
CC(OC(=O)C1=COCCO1)C(=O)Nc1ncc(Cl)cc1Cl (stereo unspecified)	3%
COc1cc(C(=O)Nc2cc(S(C)(=O)=O)ccc2Cl)ccc1OCC(=O)N1CCOCC1	-8%
COc1ccc(C(=O)Nc2nc(C)c(C(C)=O)s2)cc1S(=O)(=O)N1CCOCC1	-11%
C[C@H](CO)N1C[C@H](C)[C@H](CN(C)C(=O)Nc2ccc3c(c2)OCO3)Oc2ncc(Br)cc2C1=O	6%
CCCn1c(N)c(C(=O)CSc2nc(N)cc(=O)[nH]2)c(=O)n(C)c1=O	-10%
O=C(NC(=O)c1cc([N+](=O)[O-])ccc1Cl)C1=C(N2CCCC2)COC1=O	-8%
Cc1cc(NC(=O)COC(=O)CCn2c(C)csc2=O)c([N+](=O)[O-])cc1C	-6%

From PubChem
